sPLA2-III inh = human group III sPLA2 inhibitors, primary screen, biochemical, QFRET, BODIPY PC-A2 liposome substrate | Group 3 secretory phospholipase A2 (Homo sapiens), Q9NZ20 | QFRET BODIPY PC-A2 liposome hydrolysis, fluorescence | inhibition, % at 12.2 µM | 370,000 tested, 0.56% active | AID 743126, 2013;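 active = inhibition above mean plus 3 SD of compounds lying within the high and low control bounds, cut at about 19% in these data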;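 note: 0% = median of test compound wells and 100% = no enzyme DMSO wells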
ASAP1 inh = inhibitors of human ASAP1 ArfGAP activity, primary screen, biochemical, fluorescence polarization; Arf-GAP with SH3 domain, ANK repeat and PH domain-containing protein 1 (Homo sapiens), …; ASAP1-stimulated ARF1 GTP hydrolysis, GDP FP detection; 360,000 tested, 0.19% active; inhibition, % at 16.5 µM; in the data active = inhibition above about 25%;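 note: 0% = vehicle with enzyme and substrate and 100% = no enzyme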
DDE Tn7 FP inh = inhibitors of Tn7 peptide binding to fibrin DD(E), primary screen, biochemical, fluorescence polarization, human fibrin, Tn7 probe; Fibrinogen beta chain (Homo sapiens), P02675; FP displacement of FITC-Tn7 peptide from fibrin DD(E); 0% = median of compound wells per plate; inhibition, % at 8.3 µM; 370,000 tested, 0.13% active;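 active = inhibition above the mean of compounds falling within the control limits plus 3 SD of them, cut at about 14% in these data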;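 note: 0% = plate median of compound wells and 100% = 10 µM Aha-Tn7 peptide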
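Also added: labelled Tn7 tracer, 0.1 µM; Assay system: human fibrin DD(E) protein; Amount: 2 µM fibrin DD(E); Schedule: 10 min compound pre-incubation, 3 h probe incubation at room temperature; Repeats: one replicate per compound; Read-out basis: percent inhibition; Measured by: fluorescence polarization of the labelled Tn7 tracer.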
KLK7 zymogen act = proKLK7 zymogen activators, primary screen, biochemical, fluorescence intensity. purified proKLK7, EDANS-DABCYL substrate fluorescence; 100% is mature enzyme control, 0% vehicle. activation, % at 7 µM. 370,000 tested, 0.9% active. AID 652039, 2013;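 active = activation above the mean of all tested compounds plus 3 SD, computed per campaign excluding outliers beyond control limits, cut at about 13% in these data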
Target sequence (P49862 whole entry, looked up): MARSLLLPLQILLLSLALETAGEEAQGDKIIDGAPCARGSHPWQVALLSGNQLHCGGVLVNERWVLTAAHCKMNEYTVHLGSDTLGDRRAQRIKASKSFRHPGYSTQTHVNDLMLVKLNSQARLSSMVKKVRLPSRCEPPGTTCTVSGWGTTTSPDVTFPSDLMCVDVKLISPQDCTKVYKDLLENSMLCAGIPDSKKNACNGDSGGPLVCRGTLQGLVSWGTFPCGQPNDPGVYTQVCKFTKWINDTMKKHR
NR1D1 modulator = modulators of Rev-erb alpha DNA binding, primary screen, biochemical, FITC-DNA, fluorescence polarization, uHTS | Nuclear receptor subfamily 1 group D member 1 (Homo sapiens), P20393 | Rev-erbα–FITC-DNA binding, 90 min | activity, % at 10 µM | 370,000 tested, 0.79% active | AID 1259318, 2017;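 active = activity above about 14%, limit read from the data; passing the limit was not always enough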;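 note: 0% = DMSO wells with 35 nM protein and 100% = DMSO wells with 750 nM protein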
UHRF1 binding = UHRF1 methylated DNA binding inhibitors, primary screen, counter-screen for MBD2 inhibitor project, biochemical, TR-FRET, human UHRF1, single concentration; inhibition, % at 4.4 µM; 370,000 tested, 0.75% active; E3 ubiquitin-protein ligase UHRF1 (Homo sapiens), Q96T88; UHRF1 binding to methylated oligo; in the data active = inhibition above about 21%;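 note: UHRF1 SRA domain binding a hemimethylated CpG hairpin DNA probe; 0% = median of test compound wells and 100% = reference inhibitor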
Target sequence (Q96T88 whole entry, looked up, the tested form may be a part): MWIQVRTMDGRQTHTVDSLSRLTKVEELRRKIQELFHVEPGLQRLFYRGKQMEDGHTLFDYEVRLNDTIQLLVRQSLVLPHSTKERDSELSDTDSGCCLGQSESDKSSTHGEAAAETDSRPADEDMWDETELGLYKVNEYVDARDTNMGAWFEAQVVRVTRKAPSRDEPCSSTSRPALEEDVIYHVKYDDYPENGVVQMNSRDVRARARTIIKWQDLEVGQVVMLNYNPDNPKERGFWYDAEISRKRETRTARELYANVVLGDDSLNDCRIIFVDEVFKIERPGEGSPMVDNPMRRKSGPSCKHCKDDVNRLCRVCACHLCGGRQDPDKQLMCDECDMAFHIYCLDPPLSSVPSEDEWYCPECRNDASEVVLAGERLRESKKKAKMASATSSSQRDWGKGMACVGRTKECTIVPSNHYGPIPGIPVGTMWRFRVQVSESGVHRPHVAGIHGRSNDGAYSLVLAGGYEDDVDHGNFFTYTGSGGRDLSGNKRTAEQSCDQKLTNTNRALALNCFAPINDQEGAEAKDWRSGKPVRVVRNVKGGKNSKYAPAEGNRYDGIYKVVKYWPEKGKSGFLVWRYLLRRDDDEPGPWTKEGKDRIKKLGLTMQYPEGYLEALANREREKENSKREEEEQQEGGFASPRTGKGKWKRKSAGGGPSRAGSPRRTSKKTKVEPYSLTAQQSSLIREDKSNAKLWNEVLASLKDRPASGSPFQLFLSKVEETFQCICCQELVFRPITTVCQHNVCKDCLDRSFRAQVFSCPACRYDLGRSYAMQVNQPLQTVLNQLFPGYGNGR
ARFGAP1 inhibitor = inhibitors of rat ARFGAP1 GAP activity, primary screen, biochemical, fluorescence polarization, GDP tracer. ADP-ribosylation factor GTPase-activating protein 1 (Rattus norvegicus), Q62848. Arfgap1-stimulated ARF1 GTP hydrolysis, GDP FP detection. inhibition, % at 16.5 µM. 360,000 tested, 0.26% active. AID 651572, 2012;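 active = inhibition above a per-plate limit, mean inhibition of low control wells plus 3 SD, cut at about 25% in these data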;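 note: 0% = DMSO wells with enzyme and 100% = wells lacking Arfgap1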
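Material: rat Arfgap1 GAP domain (His6, aa 1-136), purified enzyme. Also added: human ARF1(Δ1-17)-GTP substrate. Compound dosing: 16.5 µM single point, 1.26% DMSO. Timing: enzyme reaction 120 min at 25 °C after 20 min preincubation. Signal: GDP detection by fluorescence polarization. Read-out basis: percent inhibition of GAP-stimulated GDP formation, scaled between DMSO and no-Arfgap1 medians.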
PLC-gamma1 inh = PLC-gamma1 enzyme inhibitors, primary screen, biochemical, fluorescence, purified enzyme. AID 720700, 2013. fluorogenic substrate. 370,000 tested, 0.84% active. inhibition, % at 12.2 µM. 1-phosphatidylinositol 4,5-bisphosphate phosphodiesterase gamma-1 (Homo sapiens), P19174; in the data active = inhibition above about 9.5%
Tn6 DDE FP = inhibitors of Tn6 peptide binding to fibrin DD(E), primary screen, biochemical, fluorescence polarization, human fibrin, Tn6 probe | Fibrin DD(E) TRITC-Tn6 fluorescence polarization displacement | 370,000 tested, 0.21% active | inhibition, % at 8.3 µM | AID 720509, 2013 | Fibrinogen beta chain (Homo sapiens), P02675;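 active = inhibition above a per-campaign cutoff: mean of compounds within control limits plus 3 SD, cut at about 15% in these data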;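 note: 0% = median of all compound wells on the plate and 100% = blocking peptide control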
PLCb3 inh = human PLC-beta3 inhibitors, primary screen, biochemical, fluorescence; 370,000 tested, 0.18% active; Purified PLC-beta3, fluorogenic substrate; 1-phosphatidylinositol 4,5-bisphosphate phosphodiesterase beta-3 (Homo sapiens), Q01970; inhibition, % at 12.2 µM; AID 720704, 2013; in the data active = inhibition above about 11%;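 note: 0% = median of compound wells on plate and 100% = full blocker control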
Starred values were filed as active, the others as inactive.

For CC1=CC(C)C2C(=O)N(O)C(=O)C2C1 (stereo unspecified) the results were sPLA2-III inh -2, ASAP1 inh 19, DDE Tn7 FP inh -2, KLK7 zymogen act 0.6, NR1D1 modulator -3, UHRF1 binding -3, ARFGAP1 inhibitor 1, PLC-gamma1 inh 0, Tn6 DDE FP -10 and PLCb3 inh 2.
COc1cc(F)ccc1S(=O)(=O)N1CCN(c2ccccc2)CC1 was read as sPLA2-III inh -2, ASAP1 inh -7, DDE Tn7 FP inh -5, KLK7 zymogen act -0.4, NR1D1 modulator -2, UHRF1 binding -1, ARFGAP1 inhibitor -4, PLC-gamma1 inh -1, Tn6 DDE FP 3 and PLCb3 inh -5.
`Cc1cc(C)cc(NC(=S)/C(=C(\[O-])c2ccc(Cl)cc2Cl)[n+]2ccc(C(C)(C)C)cc2)c1` gave sPLA2-III inh 1, ASAP1 inh -7, DDE Tn7 FP inh 2, KLK7 zymogen act -0.3, NR1D1 modulator 36*, UHRF1 binding -1, ARFGAP1 inhibitor -1, PLC-gamma1 inh -2, Tn6 DDE FP 5 and PLCb3 inh -12.
For O=c1[nH]nnc2c1ncn2C1OC(CO)C(O)C1O (stereo unspecified) the results were sPLA2-III inh 8, ASAP1 inh 1, DDE Tn7 FP inh 1, KLK7 zymogen act -0.5, NR1D1 modulator 0, UHRF1 binding 0, ARFGAP1 inhibitor -2, PLC-gamma1 inh 3, Tn6 DDE FP 2 and PLCb3 inh 5.
`COc1cccc2c(=O)cn[nH]c12` gave sPLA2-III inh -1, ASAP1 inh 7, DDE Tn7 FP inh 6, KLK7 zymogen act 84*, NR1D1 modulator 2, UHRF1 binding 3, ARFGAP1 inhibitor -5, PLC-gamma1 inh inactive, Tn6 DDE FP 1 and PLCb3 inh inactive.
`CC(=O)Nc1ccc(S(=O)(=O)Nc2ccc(S(=O)(=O)N3CCCC3)cc2)cc1` gave sPLA2-III inh 1, ASAP1 inh 6, DDE Tn7 FP inh 0, KLK7 zymogen act 0.2, NR1D1 modulator 4, UHRF1 binding 0, ARFGAP1 inhibitor 0, PLC-gamma1 inh 0, Tn6 DDE FP -4 and PLCb3 inh 2.
For CC1CCCCC1NC(=S)NC(=O)c1ccccc1Cl (stereo unspecified) the results were sPLA2-III inh 12, ASAP1 inh -4, DDE Tn7 FP inh -2, KLK7 zymogen act 0.0, NR1D1 modulator -9, UHRF1 binding -1, ARFGAP1 inhibitor 6, PLC-gamma1 inh 11*, Tn6 DDE FP 12 and PLCb3 inh -3.
`CN(C)S(=O)(=O)c1cccc(NC(=S)NCCCn2ccnc2)c1` gave sPLA2-III inh -1, ASAP1 inh 1, DDE Tn7 FP inh -6, KLK7 zymogen act -0.5, NR1D1 modulator 5, UHRF1 binding -1, ARFGAP1 inhibitor 3, PLC-gamma1 inh 4, Tn6 DDE FP 1 and PLCb3 inh 0.
CCn1c(COc2ccccc2C)nnc1SCC(=O)NC1CCCC1 was read as sPLA2-III inh -1, ASAP1 inh -19, DDE Tn7 FP inh 3, KLK7 zymogen act -0.2, NR1D1 modulator 1, UHRF1 binding 0, ARFGAP1 inhibitor 7, PLC-gamma1 inh -1, Tn6 DDE FP 10 and PLCb3 inh 0.
For CCn1cc(/C=C(\NC(=O)c2ccccc2F)C(=O)NCCCn2ccnc2)c2ccccc21 the results were sPLA2-III inh -11, ASAP1 inh -2, DDE Tn7 FP inh 5, KLK7 zymogen act 0.1, NR1D1 modulator 0, UHRF1 binding -5, ARFGAP1 inhibitor 3, PLC-gamma1 inh 0, Tn6 DDE FP 0 and PLCb3 inh -8.
`O=S(=O)(NCCc1c[nH]c2ccccc12)c1ccccc1` gave sPLA2-III inh -93, ASAP1 inh 6, DDE Tn7 FP inh -2, KLK7 zymogen act 0.1, NR1D1 modulator 0, UHRF1 binding 1, ARFGAP1 inhibitor 0, PLC-gamma1 inh -3, Tn6 DDE FP -1 and PLCb3 inh -7.
O=C(O)c1ccccc1NS(=O)(=O)c1cccc(NS(=O)(=O)c2cc(Br)ccc2Br)c1 was read as sPLA2-III inh -62, ASAP1 inh -6, DDE Tn7 FP inh -1, KLK7 zymogen act -0.2, NR1D1 modulator -7, UHRF1 binding -2, ARFGAP1 inhibitor -9, PLC-gamma1 inh -2, Tn6 DDE FP -1 and PLCb3 inh -12.
For CCN(C[C@H]1N[C@@](CC)(C(=O)OC)[C@H]2C(=O)N(Cc3ccccc3)C(=O)[C@@H]12)S(=O)(=O)c1ccc(-c2ccccc2)cc1 the results were sPLA2-III inh 5, ASAP1 inh 4, DDE Tn7 FP inh -3, KLK7 zymogen act 0.6, NR1D1 modulator -6, UHRF1 binding -2, ARFGAP1 inhibitor 8, PLC-gamma1 inh -1, Tn6 DDE FP -3 and PLCb3 inh -2.
Screening Cc1cc(Cl)c(OCCN2C(=O)NC(C)(C)C2=O)c(Br)c1 returned sPLA2-III inh -2, ASAP1 inh -3, DDE Tn7 FP inh 0, KLK7 zymogen act -0.2, NR1D1 modulator 2, UHRF1 binding 3, ARFGAP1 inhibitor 9, PLC-gamma1 inh 1, Tn6 DDE FP -4 and PLCb3 inh 1.
For CC1(C)Cc2c(c(=S)nc(-c3ccccc3)n2Cc2cccnc2)CO1 the results were sPLA2-III inh 5, ASAP1 inh -4, DDE Tn7 FP inh 1, KLK7 zymogen act 1.3, NR1D1 modulator 0, UHRF1 binding 19, ARFGAP1 inhibitor 1, PLC-gamma1 inh 5, Tn6 DDE FP 4 and PLCb3 inh -4.
`Cc1ccc(-n2c(SCC(=O)N3CCN(c4ccccn4)CC3)nnc2N2CCCC2)cc1` gave sPLA2-III inh 2, ASAP1 inh -5, DDE Tn7 FP inh 4, KLK7 zymogen act -0.4, NR1D1 modulator 3, UHRF1 binding -3, ARFGAP1 inhibitor -3, PLC-gamma1 inh -1, Tn6 DDE FP 6 and PLCb3 inh -7.
Screening COc1ccc(CNC(=O)c2ccccc2NC(=O)C2=CSCCO2)c(OC)c1 returned sPLA2-III inh -2, ASAP1 inh -6, DDE Tn7 FP inh 4, KLK7 zymogen act 1.4, NR1D1 modulator 1, UHRF1 binding 0, ARFGAP1 inhibitor -7, PLC-gamma1 inh -3, Tn6 DDE FP -1 and PLCb3 inh -12.
`O=C(Nc1cccc(C(F)(F)F)c1)NC1CCN(S(=O)(=O)c2ccc(F)cc2)CC1` gave sPLA2-III inh -14, ASAP1 inh 18, DDE Tn7 FP inh 4, KLK7 zymogen act -0.5, NR1D1 modulator 6, UHRF1 binding 4, ARFGAP1 inhibitor 5, PLC-gamma1 inh 4, Tn6 DDE FP 5 and PLCb3 inh -2.
For S=C(NCc1ccccc1)NCc1cccc(CNC(=S)NCc2ccccc2)c1 the results were sPLA2-III inh -30, ASAP1 inh 9, DDE Tn7 FP inh -8, KLK7 zymogen act -0.2, NR1D1 modulator 3, UHRF1 binding -6, ARFGAP1 inhibitor 6, PLC-gamma1 inh 5, Tn6 DDE FP 1 and PLCb3 inh 2.
For CC(C)Cn1cnc2c1c(=O)n(CC(=O)NC(=O)NC(C)(C)C)c(=O)n2Cc1ccccc1 the results were sPLA2-III inh -9, ASAP1 inh -10, DDE Tn7 FP inh -6, KLK7 zymogen act -0.2, NR1D1 modulator 0, UHRF1 binding -2, ARFGAP1 inhibitor -3, PLC-gamma1 inh 0, Tn6 DDE FP 6 and PLCb3 inh -1.
For COC(=O)C1=C(C(=O)OC)[C@@H]2N(C)c3ccc(OC)cc3[C@@]23C[C@@H](C(=O)OC)N(S(=O)(=O)c2ccc(OC)cc2)C3=N1 the results were sPLA2-III inh 0, ASAP1 inh -5, DDE Tn7 FP inh 3, KLK7 zymogen act 0.4, NR1D1 modulator 2, UHRF1 binding -2, ARFGAP1 inhibitor -9, PLC-gamma1 inh 3, Tn6 DDE FP -2 and PLCb3 inh 4.
CCN(C(=O)Cn1nnc(-c2ccncc2)n1)c1ccccc1 was read as sPLA2-III inh 14, DDE Tn7 FP inh -2, KLK7 zymogen act -0.2, NR1D1 modulator 2, UHRF1 binding 2, PLC-gamma1 inh 1, Tn6 DDE FP 0 and PLCb3 inh 3.
COCCCN1C(=O)C(=O)/C(=C(/O)c2ccc(OCC(C)C)cc2C)C1c1cccnc1 (stereo unspecified) was read as sPLA2-III inh -3, ASAP1 inh -1, DDE Tn7 FP inh -9, KLK7 zymogen act -0.7, NR1D1 modulator -6, UHRF1 binding -3, ARFGAP1 inhibitor 2, PLC-gamma1 inh 4, Tn6 DDE FP 5 and PLCb3 inh 4.
Screening O=C(Oc1cc2oc(=O)c3c(c2cc1Cl)CCCC3)c1cccs1 returned sPLA2-III inh -3, ASAP1 inh -1, DDE Tn7 FP inh 6, KLK7 zymogen act 62*, NR1D1 modulator -9, UHRF1 binding -2, ARFGAP1 inhibitor -23, PLC-gamma1 inh inactive, Tn6 DDE FP 0 and PLCb3 inh inactive.
Screening Cc1ccc(S(N)(=O)=O)cc1NC(=O)C(c1ccccc1)c1ccccc1 returned sPLA2-III inh 2, ASAP1 inh 4, DDE Tn7 FP inh 1, KLK7 zymogen act 0.1, NR1D1 modulator 2, UHRF1 binding 2, ARFGAP1 inhibitor -2, PLC-gamma1 inh -1, Tn6 DDE FP 0 and PLCb3 inh -7.
Screening CCCOc1ccc(C(=O)OCC(=O)NCCc2ccc(OCC)c(OCC)c2)cc1OC returned sPLA2-III inh 4, ASAP1 inh 12, DDE Tn7 FP inh -4, KLK7 zymogen act -0.1, NR1D1 modulator -1, UHRF1 binding 1, ARFGAP1 inhibitor -1, PLC-gamma1 inh 0, Tn6 DDE FP -2 and PLCb3 inh -2.
